Screening results deposited in PubChem BioAssay by Sanford-Burnham Center for Chemical Genomics.
APJ ag: APJ receptor agonism; P35414; CHO-K1 APJ PathHunter beta-arrestin, luminescence; 0% DMSO wells, 100% apelin; activation, % at 20 µM; 330,000 compounds, 0.11% hits; AID 2520;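 active means activation more than six SD over the plate average, tested at 20 µM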;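 further: 0% = DMSO alone and 100% = apelin-13 at 10 nM; some results filed as inactive read as strong as hits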
Target sequence (P35414 whole entry, looked up): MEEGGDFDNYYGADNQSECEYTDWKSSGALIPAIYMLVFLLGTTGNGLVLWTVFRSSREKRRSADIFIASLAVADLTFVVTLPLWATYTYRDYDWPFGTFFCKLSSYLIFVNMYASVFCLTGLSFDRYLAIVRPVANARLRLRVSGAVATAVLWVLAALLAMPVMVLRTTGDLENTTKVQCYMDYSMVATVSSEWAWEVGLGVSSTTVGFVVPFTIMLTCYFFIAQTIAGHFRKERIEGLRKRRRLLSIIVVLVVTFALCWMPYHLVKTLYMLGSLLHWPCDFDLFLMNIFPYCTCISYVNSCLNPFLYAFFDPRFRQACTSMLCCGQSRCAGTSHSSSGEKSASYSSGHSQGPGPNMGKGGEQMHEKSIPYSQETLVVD
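system = engineered CHO-K1 APJ arrestin reporter cells | input = 1000 cells per well | timing = overnight seeding, 90 min compound at 25 °C, 1 h detection | measured by = enzyme-fragment complementation luminescence | read-out = beta-arrestin recruitment to APJ as agonist activity, luminescent signal | control set = negative DMSO alone, positive Apelin-13 at 10 nM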
APJ antag: antagonists of human APJ apelin receptor. P35414. CHO-K1 APJ beta-arrestin complementation, luminescence. inhibition, % at 20 µM. 330,000 compounds, 0.32% hits. AID 2521;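 active means inhibition above about 40% at 20 µM, limit read from the data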;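 further: cells challenged with 10 nM apelin-13 agonist together with compound; plate controls were apelin-13 plus DMSO wells for no effect and DMSO wells lacking apelin-13 for full effect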
CCR6 antagonist: CCR6 (human) receptor antagonism. P51684. CHO-K1 CCR6 PathHunter beta-arrestin, luminescence, CCL20-stimulated. inhibition, % at 20 µM. 340,000 compounds, 0.49% hits. AID 493098;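 active means compounds whose inhibition of the agonist-driven luminescence signal at 20 µM reaches about 50%, limit read from the data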;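 further: cells stimulated with CCL20 at 14 nM final; plate controls were DMSO with CCL20 for no effect and DMSO without agonist for full effect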
Target sequence (P51684 whole entry, looked up): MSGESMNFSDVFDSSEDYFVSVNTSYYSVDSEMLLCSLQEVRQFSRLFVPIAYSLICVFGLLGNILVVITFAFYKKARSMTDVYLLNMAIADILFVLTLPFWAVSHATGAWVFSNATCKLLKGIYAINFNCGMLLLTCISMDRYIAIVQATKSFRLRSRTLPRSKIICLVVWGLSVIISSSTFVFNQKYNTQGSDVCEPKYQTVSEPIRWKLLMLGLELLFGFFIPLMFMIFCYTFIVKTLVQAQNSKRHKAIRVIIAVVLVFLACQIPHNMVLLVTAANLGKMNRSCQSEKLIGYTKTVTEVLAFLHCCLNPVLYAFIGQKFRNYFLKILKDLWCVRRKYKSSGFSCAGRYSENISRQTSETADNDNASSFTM
EBI2 block: antagonists of human EBI2 receptor | P32249 | EBI2 beta-arrestin recruitment, luminescence, 7a,25-OHC stimulated | inhibition, % at 5 µM | 360,000 compounds, 0.81% hits | AID 651636; in the data active means inhibition above about 38%;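 further: enzyme fragment complementation signal reports receptor beta-arrestin coupling in cells; 0% = agonist plus DMSO wells and 100% = wells without agonist; some results beyond the cut were filed as inactive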
Target sequence (P32249 whole entry, looked up, the tested form may be a part): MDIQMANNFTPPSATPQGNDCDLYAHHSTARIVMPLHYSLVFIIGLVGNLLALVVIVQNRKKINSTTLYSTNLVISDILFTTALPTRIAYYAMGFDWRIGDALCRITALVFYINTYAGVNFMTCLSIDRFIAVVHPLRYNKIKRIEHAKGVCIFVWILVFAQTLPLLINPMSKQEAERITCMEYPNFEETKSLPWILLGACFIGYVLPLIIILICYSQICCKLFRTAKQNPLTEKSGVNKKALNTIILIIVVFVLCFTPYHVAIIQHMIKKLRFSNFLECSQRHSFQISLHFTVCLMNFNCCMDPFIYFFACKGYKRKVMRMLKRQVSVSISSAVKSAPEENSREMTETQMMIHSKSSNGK
CXCR6 block: CXCR6 (human) receptor inhibition; O00574; CHO-K1 PathHunter CXCR6 beta-arrestin, luminescence; inhibition, % at 20 µM; 360,000 compounds, 0.36% hits; AID 602244; in the data active means inhibition above about 34%, passing the limit was not always enough;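 further: antagonist mode with CXCL16 agonist at 10 nM final; 0% = 10 nM CXCL16 with DMSO and 100% = unstimulated wells without agonist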
UPR XBP1 act: adaptive UPR (XBP1) activation; CHO-XBP1 luciferase reporter, IRE1-XBP1 UPR activation, luminescence; percent of tunicamycin response, DMSO as zero; activation, % at 20 µM; 330,000 compounds, 0.33% hits;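 active means versus positive control, 20 µM dose yields 30% or more activation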;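 further: 100% = tunicamycin at 10 µg/mL and 0% = DMSO only wells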
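Material: CHO cell line with stable XBP1 luciferase reporter; buffer or medium: F12 medium containing 10% fetal bovine serum; compound: single point, 20 µM final compound, 1% DMSO; incubation: 6 h treatment, 37 °C; measured by: glow luminescence from Steady-Glo reagent; evaluation: activation, % of tunicamycin; control set: tunicamycin high, DMSO low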
CHOP UPR activ: activators of apoptotic arm of unfolded protein response (CHOP); 330,000 compounds, 0.34% hits; AID 449763; activation, % at 10 µM; CHO-CHOP luciferase reporter, UPR activation, luminescence; percent of tunicamycin response over DMSO baseline;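 active means at 10 µM dose, activation of 40% or more, normalized to positive control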;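 further: 100% = tunicamycin at 10 µg/mL and 0% = DMSO alone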
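Material: CHO-CHOP cells, stable luciferase reporter of PERK-eIF2a-CHOP signalling; quantity: 500 reporter cells seeded per well; buffer or medium: F12 medium containing 10% fetal bovine serum; compound: one dose, 10 µM in 0.5% DMSO; incubation: 6 h compound treatment, 37 °C; measured by: Steady-Glo luciferase luminescence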
Mdm2 MdmX PPI: inhibitors of human Mdm2/MdmX interaction | inhibition, % at 8 µM | SaOS-2 split-luciferase Mdm2/MdmX complementation, luminescence | 330,000 compounds, 3% hits | O15151+Q00987;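 active means inhibition of at least 50% at 8 µM in the primary screen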
tim23-1 inh: tim23-1 yeast growth inhibition. S. cerevisiae tim23-1 growth, BacTiter-Glo luminescence, 24 h. inhibition, % at 20 µM. 330,000 compounds, 1.3% hits;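 active means growth inhibition of the mutant yeast at or above 50%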;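 further: temperature-sensitive mutant grown at 25 °C; plate controls were DMSO-treated mutant yeast for no effect and medium wells lacking yeast for full effect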
Starred values were filed as active, the others as inactive; nt = no result given. These rows are one share of the data, so the mix of outcomes need not match the whole.

The line under a structure holds: APJ ag | APJ antag | CCR6 antagonist | EBI2 block | CXCR6 block | UPR XBP1 act | CHOP UPR activ | Mdm2 MdmX PPI | tim23-1 inh
Cc1nnsc1C(=O)Nc1ccc(Cl)cc1Cl
 : 0 | 12 | 7 | 2 | 8 | -1 | -0.8 | 10 | 9
CCOC(=O)c1cnn(-c2ccccc2)c1NC(=O)c1ccc(C)cc1
 : -1 | 14 | 0 | -8 | 7 | -1 | -2.3 | 6 | 26
COc1ccccc1N1C(=O)[C@@H]2[C@H](C1=O)[C@H](C(=O)c1ccc(OC(C)=O)cc1)N1N=CC=C[C@@H]21
 : -5 | -7 | 11 | nt | nt | -2 | -1.0 | 29 | 8
CC1CC(C)CN(C(=O)c2cccc3c2-c2ccccc2C3=O)C1 (stereo unspecified)
 : 1 | 11 | 7 | 6 | 1 | -2 | -2.3 | 8 | 29
O=C(NCCc1ccccc1)C1CCCN1S(=O)(=O)c1cccc2nsnc12 (stereo unspecified)
 : -4 | -1 | 10 | 1 | 3 | -1 | -1.5 | 7 | 13
CNC(=S)NCc1ccc2[nH]c(C)cc2c1
 : -2 | 5 | 3 | -4 | 7 | 0 | -1.6 | 21 | 0
Cc1ccccc1SCC(=O)NNC(=O)c1ccccc1O
 : -2 | -2 | -17 | -1 | -11 | -3 | 2.8 | 35 | 12
CS(=O)(=O)c1ccc(-c2cccc(NC(=O)COc3ccccc3)c2)nn1
 : 0 | 4 | 16 | -3 | 2 | -6 | 0.2 | -4 | -6
COc1ccc(/C=C/C(=O)Nc2cc(=O)n(C)c(=O)n2C)cc1
 : -1 | -1 | 5 | -6 | 1 | 2 | 4.5 | 4 | 7
COc1cccc(-c2nc(C(N)=O)c3[nH]c(=O)n(-c4cccc(Cl)c4)c3n2)c1OC
 : -2 | -62 | 0 | -6 | 7 | 5 | 2.8 | 1 | -1
O=C(NCc1ccccc1F)C1CCCN(c2cnccn2)C1 (stereo unspecified)
 : 0 | 13 | 8 | 5 | 0 | -5 | -0.1 | -16 | -4
COc1cc(NC(=O)C2C3C=CC(C3)C2C(=O)O)ccc1NC(=O)c1ccccc1 (stereo unspecified)
 : -6 | 13 | -7 | -5 | -12 | -2 | 2.3 | 33 | 21
CCC/C(C#Cc1ccsc1)=C1/c2ccccc2C(=O)N1c1ccccc1
 : -2 | 10 | 5 | -42 | -6 | 2 | -1.2 | 13 | 17
CCC(C)(C)NC(=O)Cn1c(-c2ccccc2)cc(C(C)=O)c1C
 : -4 | -9 | -3 | 2 | 6 | 0 | -1.1 | -2 | 2
Cc1cc(C)c2nc(-c3ccco3)cc(C(=O)O)c2c1
 : -1 | -26 | 3 | -11 | 3 | -1 | 0.6 | -5 | 0
CN(Cc1ccccc1)S(=O)(=O)c1nnc(NC(=O)c2ccccc2F)s1
 : 10 | -8 | -9 | -6 | 2 | 1 | 0.5 | -3 | 16
O=C(OCc1c(F)cccc1Cl)c1cccnc1Cl
 : -2 | 4 | 18 | 7 | -2 | -1 | 1.6 | 10 | 10
C=C(C)C1CC=C(C)/C(=N/NC(=S)Nc2ccccc2)C1 (stereo unspecified)
 : -5 | 33 | 39 | 10 | 20 | 0 | 0.8 | 18 | 27
CCN1CCN(CCCNC(=O)c2ccc3c(c2)NC(=O)/C(=C\c2cccc(C)c2)S3)CC1
 : 2 | 30 | 27 | 7 | 10 | 0 | 7.4 | 97* | -13
CCOc1ccc(NC(=O)CN(C)C(=O)c2ccc(N3CCCCC3)c([N+](=O)[O-])c2)cc1OCC
 : -1 | 19 | 19 | 0 | 6 | -4 | -1.6 | 23 | -14
NNC(=O)c1ccc(Cn2cc(Br)c(N)n2)cc1
 : 1 | -5 | -7 | -11 | -5 | -2 | 0.0 | 2 | 15
COc1cc(OC)cc(C(=O)NC(c2ccccc2)c2ccccc2)c1
 : -6 | 10 | 14 | 29 | 4 | -5 | -0.2 | 9 | 8
Cc1nn(C(C)C(=O)NCCCN2CCCCCC2)c(=O)c2cc3sccc3n12 (stereo unspecified)
 : -3 | -12 | 8 | -6 | 11 | -5 | 0.0 | 22 | -79
COC(=O)C(CC(C)C)Oc1ccc2c(C)cc(=O)oc2c1 (stereo unspecified)
 : -2 | -16 | 14 | 1 | 3 | -1 | -2.9 | 27 | 30
CC(=O)Nc1ccc(S(=O)(=O)Nc2nc3c(s2)CCCC3)cc1
 : -3 | 8 | -2 | -4 | -9 | -1 | 0.1 | -5 | 9
CCN1C(=O)c2cccc3c(S(=O)(=O)Nc4ccc(O)c(C(=O)O)c4)ccc1c23
 : -4 | 21 | 19 | -9 | 5 | 0 | 0.5 | 16 | -4
O=C(NC1CC2CCCC(C1)N2C(=O)Nc1ccccc1)c1ccccc1 (stereo unspecified)
 : -2 | -2 | 14 | -16 | 10 | -4 | 2.0 | -25 | 3
NC1=NC(c2cn(-c3ccccc3)nc2-c2cccs2)n2c(nc3ccccc32)N1 (stereo unspecified)
 : -2 | -14 | 12 | 0 | 5 | -5 | 3.3 | 4 | 21
O=C(CSc1nnc(CNC(=O)c2ccco2)o1)Nc1ccc(Cl)cc1
 : 0 | -15 | 10 | -8 | 0 | -3 | -2.1 | 15 | 1
C=CCOn1c(=O)c(-c2ccc(C)cc2)[n+]([O-])c2ccccc21
 : 0 | 15 | 5 | -13 | 0 | -1 | -2.0 | -3 | 13
CC(=O)N1CCC(C(=O)Nc2ccccc2)(N(Cc2ccccc2)C(=O)c2cccnc2)CC1
 : -3 | 8 | 13 | 8 | -8 | 0 | -2.5 | 22 | -7
CCOC(=O)c1ccc(NC(=O)c2ccc(NC(=O)c3ccccc3)cc2)cc1
 : -2 | 9 | 9 | 2 | -3 | 0 | -0.2 | 34 | 12
Cc1csc2ncc(C(=O)NCc3ccco3)c(=O)n12
 : -7 | 13 | -5 | -11 | -4 | 2 | -0.8 | 15 | 1
O=C(CCSCc1cccc(Cl)c1)NCCc1ccccc1
 : -1 | -5 | 17 | 6 | 10 | -1 | 0.5 | 19 | 19
CC1(C)CC(=O)C(C=NCCN2CCN(C(=O)c3ccc(Br)cc3)CC2)=C(O)C1
 : 1 | 6 | 7 | 1 | -2 | 2 | 1.8 | 0 | 7
CC(=O)c1cc2c(cc1N/C(=N/S(=O)(=O)c1ccc(Br)cc1)c1ccccc1)OCO2
 : -1 | 20 | 19 | 11 | 7 | 0 | -2.0 | 28 | 4
COc1cc(C2c3sc(=O)[nH]c3SC3C(=O)N(c4ccc(C)cc4)C(=O)C32)ccc1O (stereo unspecified)
 : -2 | -17 | 8 | 4 | 0 | -2 | 0.5 | 11 | 6
O=C(NCC1CCCO1)C1CC(=O)N(C2CCCC2)C1 (stereo unspecified)
 : 0 | -32 | -10 | -8 | 2 | 0 | -1.6 | 1 | 24
CC(C)c1ccc(S(=O)(=O)N2CCN(C(=O)C3CCCCC3)CC2)cc1
 : -3 | -3 | 21 | 2 | -14 | -1 | -0.5 | -2 | 19
C[C@H](CO)N1C[C@H](C)[C@@H](CN(C)C(=O)NC2CCCCC2)Oc2ccc(NS(=O)(=O)c3ccc(F)cc3)cc2C1=O
 : -4 | 5 | 6 | 2 | 1 | -3 | -2.6 | 16 | -4
Nc1nonc1-n1nnc(C(=O)N/N=C/c2ccc(OCc3ccccc3F)cc2)c1CNc1ccccc1
 : 0 | 5 | -15 | -5 | 10 | 0 | 2.8 | 19 | -4
Cc1ccnc(NC(=O)Nc2ccc(F)cc2)c1
 : 0 | -16 | -10 | 2 | 5 | 4 | 2.3 | -265 | 25
CCCC(=O)n1nc(-c2ccco2)nc1SCc1ccccc1
 : -2 | 21 | -8 | 2 | -4 | 11 | 1.5 | 15 | 54*
Cc1c(Cl)cccc1NC(=O)CSc1ncnc2c1cnn2CCc1ccccc1
 : -2 | -12 | 11 | 13 | 8 | 1 | -0.7 | 35 | 6
Oc1oc(-c2ccc(Br)cc2)nc1/C=N/c1ccccn1
 : -3 | 7 | 16 | -11 | 4 | 6 | 5.2 | -68 | 2
CCOc1ccc(Nc2nc3c(c(=O)[nH]2)CCCC3)cc1
 : 0 | -2 | -25 | 4 | 4 | 0 | 0.0 | -14 | -2
COc1ccc2oc(C(=O)NCc3ccccc3CN3CCCC3)c(C)c2c1
 : -3 | -7 | 8 | 6 | 2 | -1 | 0.5 | 13 | 23
COc1cc2c(cc1OC)C(C)N(S(=O)(=O)c1cn(C)cn1)CC2 (stereo unspecified)
 : 0 | -7 | -5 | -7 | 7 | 1 | -2.0 | -18 | -1
O=C(C[C@H]1C/C=C\C[C@H](NC(=O)OCC2c3ccccc3-c3ccccc32)C(=O)OC[C@@H]2CCCN2C1=O)NCCO
 : -1 | -7 | -4 | 6 | -12 | 1 | 0.6 | -1 | 11
CCOC(=O)c1cccc(NC(=O)CCc2nnc3ccc(N4CCN(C)CC4)nn23)c1
 : -5 | 15 | 10 | -19 | -11 | -1 | 1.3 | 26 | 1
S=C1NC[C@H](Cc2ccccc2)N1CCCCC1CCCCC1
 : -2 | -52 | 18 | 4 | 4 | 4 | 1.7 | -25 | 19
COc1ccc(NC(=O)C2=CC(c3ccc(OC)c(OC)c3)=NS(=O)(=O)N2C)cc1
 : 0 | 7 | 12 | 5 | 1 | -3 | -2.1 | 32 | -11
O=C1CC2(CCN(C(=O)c3ccc([N+](=O)[O-])cc3)CC2)Oc2ccccc21
 : 6 | -20 | 11 | -2 | -6 | -2 | -1.9 | -9 | 11
CC1(C)CC(=O)C2=C(C1)NC(Nc1nc3ccccc3o1)=NC2c1ccccn1 (stereo unspecified)
 : -5 | -19 | 16 | 4 | 3 | 6 | -0.6 | -22 | 7
Cc1ccc(C(=O)Nn2cnnc2)cc1S(=O)(=O)N1CCOCC1
 : -1 | -16 | -8 | -7 | -5 | 0 | 0.8 | -21 | 7
CC(OC(=O)c1ccc(-n2cnnn2)cc1)C(=O)Nc1ccc(F)c(F)c1F (stereo unspecified)
 : -2 | -20 | -3 | -10 | -2 | -4 | -0.3 | -2 | -7
Cc1ccc(C(=O)NCC(=O)OCC(=O)c2ccc3c(c2)NC(=O)CO3)cc1C
 : -2 | 17 | 11 | -6 | -1 | -4 | -0.7 | -12 | -6

2 entries from above, as labelled records.
CCOC(=O)c1cnn(-c2ccccc2)c1NC(=O)c1ccc(C)cc1
  APJ ag: -1
  APJ antag: 14
  CCR6 antagonist: 0
  EBI2 block: -8
  CXCR6 block: 7
  UPR XBP1 act: -1
  CHOP UPR activ: -2.3
  Mdm2 MdmX PPI: 6
  tim23-1 inh: 26

COc1ccccc1N1C(=O)[C@@H]2[C@H](C1=O)[C@H](C(=O)c1ccc(OC(C)=O)cc1)N1N=CC=C[C@@H]21
  APJ ag: -5
  APJ antag: -7
  CCR6 antagonist: 11
  EBI2 block: nt
  CXCR6 block: nt
  UPR XBP1 act: -2
  CHOP UPR activ: -1.0
  Mdm2 MdmX PPI: 29
  tim23-1 inh: 8
